SR-BI DiI inh: inhibitors of mouse SR-BI mediated HDL lipid uptake; Q61009; ldlA[mSR-BI] CHO cells, DiI-HDL uptake fluorescence, 3 h; inhibition, % at 12.5 µM; 320,000 compounds, 0.96% hits;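 active means mean replicate inhibition of at least 70% and a set share of replicates each scoring 70 or more; inconclusive means meets just one of the two criteria; inactive means fails both criteria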;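 further: 0% = median of neutral control wells and 100% = median of positive control wells; values of inactives mirror those of a sister screen read the other way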
Rtt109 HAT inh: inhibitors of Candida albicans Rtt109/Vps75 histone acetyltransferase | Q5AAJ8 | purified Rtt109/Vps75, ThioGlo CoA-SH fluorescence, 4 h | inhibition, % at 34.9 µM | 330,000 compounds, 0.16% hits | AID 540336;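 active means inhibition of at least 50% in every replicate; inconclusive means best replicate reaches 50% inhibition but some replicates fall short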
Wnt bcat act: activates Wnt/beta-catenin signaling in a reporter cell assay. activator, plate reader. activation, % at 9.35 µM. 300,000 compounds, 1.2% hits; in the data active means activation above about 30%, passing the limit was not always enough; inconclusive means no clear call, values can overlap the other calls;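 further: 0% = neutral control wells and 100% = positive control wells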
cardiac RTF act: cardiac RTF calcium sensitization. P19429+P45379. IANBD-labeled TnC RTF fluorescence at EC20 calcium; 0% EC20 calcium, 100% full calcium. activation, % at 7.2 µM. 340,000 compounds, 0.24% hits;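 active means activation above the mean over all tested compounds plus 3 SD, cut at about 30% in these data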;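 further: rise in fluorescence read as greater calcium sensitivity of cardiac thin filaments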
CDK5 inh: inhibitors of human CDK5/p35 kinase; Recombinant CDK5/p35, ADP-Glo luminescence, 60 min; inhibition, % at 10 µM; 330,000 compounds, 0.01% hits;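 active means highest replicate inhibition of at least 50% and at least 75% of replicates reaching 50%; inconclusive means only one of the two criteria met; inactive means both criteria failed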;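 further: plate controls were DMSO neutral control for no effect and GW8510 at 10 µM for full effect; many of its hits are not listed in these tables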
Target sequence (Q00535 whole entry, looked up): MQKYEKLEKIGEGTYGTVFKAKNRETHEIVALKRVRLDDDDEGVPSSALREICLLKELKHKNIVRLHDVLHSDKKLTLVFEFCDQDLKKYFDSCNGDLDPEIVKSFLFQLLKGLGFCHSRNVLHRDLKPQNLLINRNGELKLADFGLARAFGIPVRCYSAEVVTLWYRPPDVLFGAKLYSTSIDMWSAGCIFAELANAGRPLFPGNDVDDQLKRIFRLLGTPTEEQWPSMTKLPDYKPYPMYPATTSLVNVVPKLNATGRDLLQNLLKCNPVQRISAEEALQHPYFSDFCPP
Target sequence (Q15078 whole entry, looked up): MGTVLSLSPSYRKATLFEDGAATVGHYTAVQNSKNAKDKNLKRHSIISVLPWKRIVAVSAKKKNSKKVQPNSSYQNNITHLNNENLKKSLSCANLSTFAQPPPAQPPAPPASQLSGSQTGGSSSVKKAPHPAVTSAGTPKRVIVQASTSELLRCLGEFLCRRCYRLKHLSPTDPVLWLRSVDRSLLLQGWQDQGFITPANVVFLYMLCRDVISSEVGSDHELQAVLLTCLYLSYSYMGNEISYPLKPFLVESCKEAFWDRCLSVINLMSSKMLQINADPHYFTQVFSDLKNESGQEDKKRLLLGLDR
dFosB activator: activators of mouse delta FosB homodimer | 340,000 compounds, 0.99% hits | P13346 | purified delta FosB, TAMRA-CDK5 oligo fluorescence polarization; percent of positive-control signal above neutral wells | AID 493131 | activation, % at 25 µM;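 active means mean activation above about 17%, with every replicate also reaching it, limit read from the data, passing the limit was not always enough; inconclusive means only one of the two conditions met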;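 further: fluorescence polarization rise as delta FosB binds a TAMRA Cdk5 AP-1 oligo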
PvdQ acylase: P. aeruginosa PvdQ acylase inhibition; purified PvdQ acylase, fluorescence plate reader; inhibition, % at 10 µM; 340,000 compounds, 0.063% hits; in the data active means inhibition above about 30%, passing the limit was not always enough; inconclusive means no clear call, values can overlap the other calls;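 further: 0% = vehicle neutral wells and 100% = reference inhibitor wells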
MITF act: MITF TRPM1 promoter activation in melanoma cells. SK-MEL-5 TRPM1-promoter luciferase, 24 h; % of positive control, neutral wells = 0. activation, % at 12.5 µM. 300,000 compounds, 0.75% hits. AID 588334;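 active means mean activation of at least 80% with every replicate also reaching 80%; inconclusive means mean reaches 80% but some replicate falls short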;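 further: 0% = neutral control wells and 100% = parthenolide positive control wells; values of inactives mirror those of a sister screen read the other way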
SR-BI DiI-HDL act: activators of SR-BI mediated HDL lipid uptake. 320,000 compounds, 0.096% hits. CHO ldlA[mSR-BI] cells, DiI-HDL uptake fluorescence, 3 h; 100 = double the neutral-control signal. activation, % at 12.5 µM;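 active means mean replicate activation of at least 60% and every replicate at or above 60%; inconclusive means mean or all-replicate condition met, but not both; inactive means mean below 60% and not all replicates reaching 60%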;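 further: 0% = median plate neutral-control signal and 100% = twice that signal; values of inactives mirror those of a sister screen read the other way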
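Test system: SR-BI-overexpressing, LDLR-lacking CHO cells; Medium: Ham's F12 with 0.5% BSA, HEPES 25 mM, pH 7.4; Schedule: 3 h, 37 °C; Technique: bottom-read fluorescence, 550/595 nm.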
HTR5A ag ctr: activates human HTR5A in OPRM1-OPRD1 agonist counter-screen | P47898 | HTR5A agonist assay, luminescence, cell-based | activation, % at 9.3 µM | 340,000 compounds, 0.61% hits | AID 504692; in the data active means activation mostly above about 9.5%, no sharp cut-off; inactive means mostly below about 7.6%;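 further: 0% = cells with vehicle only and 100% = reference agonist; strong numbers were not always called active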
Target sequence (P47898 whole entry, looked up): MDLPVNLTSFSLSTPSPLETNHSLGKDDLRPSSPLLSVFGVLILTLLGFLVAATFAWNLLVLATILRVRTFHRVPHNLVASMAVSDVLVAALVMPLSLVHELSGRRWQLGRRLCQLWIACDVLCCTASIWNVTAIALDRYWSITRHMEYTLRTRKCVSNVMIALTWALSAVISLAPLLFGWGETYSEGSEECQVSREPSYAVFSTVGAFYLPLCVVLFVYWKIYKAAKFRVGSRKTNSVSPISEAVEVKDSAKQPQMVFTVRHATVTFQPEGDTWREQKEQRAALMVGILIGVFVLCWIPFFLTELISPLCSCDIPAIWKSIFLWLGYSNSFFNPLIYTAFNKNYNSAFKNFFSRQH
Numbers without * were called inactive; u = inconclusive; x = no result given.

SMILES	SR-BI DiI inh	Rtt109 HAT inh	Wnt bcat act	cardiac RTF act	CDK5 inh	dFosB activator	PvdQ acylase	MITF act	SR-BI DiI-HDL act	HTR5A ag ctr
CCN(CC)c1ccc(CNCc2cccs2)cc1	0	-1	-2	14	-0.1	-14	-9	13	0	-3
CCOC(=O)c1cccc(NC(=O)CC2Oc3ccccc3NC2=O)c1 (stereo not drawn)	2	0	0	-4	-0.2	-4	-16	-23	-2	-3
COc1ccc(CCN(C)CCc2ccc(OC)c(OC)c2)cc1OC	8	-24	0	1	0.5	2	-8	2	-8	-1
CC(C(=O)OCC(=O)c1ccc(Br)cc1)N1C(=O)C2C3CCC(C3)C2C1=O (stereo not drawn)	-3	11	-3	3	1.9	-9	8	-11	3	-7
COc1ccc(N2CC(NS(=O)(=O)c3cccnc3)CC2=O)cc1 (stereo not drawn)	-42	2	-4	-1	-1.4	-1	-4	-4	42	5
CC(Sc1ccccc1)C(=O)NN=C1CCN(C)CC1 (stereo not drawn)	-17	-7	-2	x	-0.2	3	-11	0	17	x
CC(C)c1ccc(NC(=O)CN2C(=O)COc3ccc(S(=O)(=O)N4CCOCC4)cc32)cc1	25	-6	3	1	-9.0	-1	-5	7	x	5
Cc1ccccc1N(CC(=O)NCC1CCCO1)C(=O)CCC(=O)Nc1nccs1 (stereo not drawn)	-6	20	0	7	0.8	-7	1	7	6	-5
Cc1nn(CC(=O)NCCN2CCOCC2)c(=O)c2cc3sccc3n12	-7	2	-2	-4	x	2	-11	10	7	0
COc1ccc(NC(=O)COC(=O)CCC2CCCCC2)cc1	-6	0	0	-3	-0.5	-7	-15	1	6	3
CCC1=[N+](CC(=O)c2ccc(C)cc2)CCn2c(C)ccc21	-29	17	12	3	-0.2	-4	8	3	29	1
Cc1ccccc1CC(=O)N1CCN(C(=O)c2ccco2)CC1	2	-1	1	5	1.0	5	1	-2	-2	4
CC(C)c1ccc2nc3sc(C(=O)N4CCc5ccccc5C4)c(N)c3cc2c1	-4	-1	-1	6	1.9	0	-2	8	4	6
CCOc1ccc(CCNC(=O)c2cccc(NC3=NC4CS(=O)(=O)CC4S3)c2)cc1 (stereo not drawn)	-6	20	-4	4	-2.4	-7	5	-5	6	1
COc1ccc(Cl)cc1N(C(C)=O)c1nc(C)cc(C)c1C#N	-9	7	-2	1	0.3	-2	-19	-19	9	0
COc1ccc2nc3sc(C(=O)NCCN4CCc5ccccc5C4)cc3cc2c1	-7	40	4	-3	-0.8	-21	-12	-6	7	1
Cc1cc2c(=O)oc(-c3ccc(Br)cc3)nc2s1	-8	-3	9	-5	-1.5	2	-2	x	8	0
COC(=O)Cc1c(C)nc2nc(NCc3c(F)cccc3Cl)[nH]n2c1=O	-14	6	x	-3	-3.3	3	-5	3	14	-1
COc1ccc(NC(=O)C2CCCCC2)cc1S(=O)(=O)N1CCOCC1	-32	6	0	4	1.2	1	4	-4	32	1
Cc1ccccc1Nc1nc(N)nc(COc2ccc(C#N)cc2)n1	3	-1	-1	8	7.3	-6	1	0	-3	4
O=C(CCc1nnc2n(Cc3ccc(Cl)cc3)c(=O)c3ccccc3n12)NCCCN1CCOCC1	14	17	-2	0	x	-3	11	-2	-14	-7
Cc1cc(C(F)(F)F)nn1CC(=O)NCc1ccco1	-4	-8	2	-1	1.0	6	-19	20	4	1
Cc1cc(C)[n+](C)n1CC(O)Cn1c2ccccc2c2ccccc21 (stereo not drawn)	-15	8	-2	2	0.7	7	-2	-3	15	2
O=Cc1ccc(Oc2cccc(C(F)(F)F)c2)nc1	-22	-29	1	4	-0.3	0	4	3	22	-1
CCN(CC)CC(=O)c1c[nH]c2ccc(C)cc12	6	2	-5	-2	-0.7	4	-9	-5	-6	1
Cc1ccc(C)c(OCCCC(=O)Nc2ccccc2C(N)=O)c1	-17	-12	-4	4	-0.6	-6	1	-5	17	-6
CC1(C)Cc2c(C#N)c(OCC(=O)c3ccc(Cl)cc3)nc(-c3ccco3)c2CO1	41	-12	-1	-2	0.1	-3	-8	x	-41	5
COc1ccc(-n2c(=O)[nH]cc(C(=O)Nc3ccc4c(c3)OCO4)c2=O)cc1OC	-8	-7	0	1	0.1	-12	-13	4	8	-2
Cn1c(CC(=O)Nc2ccccc2Cl)nnc1SCC(=O)NC1CCCCC1	x	4	-1	-3	0.6	7	7	-7	x	5
CCN(CC(=O)Nc1cc(C)nn1-c1nc(C)cc(C)n1)Cc1ccccc1	-24	-1	x	-4	1.9	-9	-12	-26	24	0
N#Cc1cc(-c2ccccc2)nn1-c1ccccc1	22	0	x	6	-1.4	-1	-7	14	-22	2
NC(=O)CSc1nnc2sc3ccccc3n12	-1	1	0	2	1.7	-9	-12	1	1	-2
O=C(C1CC1)N1CCCC(c2ccc(Cl)cc2)=N1	47	14	-6	4	1.4	-4	17	3	-47	5
O=C(NC1CCCCC1)C1CCN(C(=O)c2ccccc2Cl)CC1	x	3	-2	-1	-0.4	0	-5	0	x	-2
O=S(=O)(c1ccccc1)N1CCN=C1SCc1ccc(Cl)c(Cl)c1	11	1	4	1	-0.5	-5	-11	-13	-11	2
COc1ccc(C(=O)Nc2cccc(C(=O)N3CCCC3)c2)cc1	19	-12	x	7	-0.6	-7	-19	x	-19	1
COc1ccc(NS(=O)(=O)c2cccc(C(=O)N3CCCC3)c2)cc1	-28	8	0	0	1.1	-5	8	-8	28	7
Cc1c(NC(=O)COc2ncnc3ccccc23)c(=O)n(-c2ccccc2)n1C	-13	-12	1	-3	-0.6	4	-9	x	13	8
CC1(CC(=O)Nc2ccccc2)NC(=S)N(c2ccccc2)N1 (stereo not drawn)	8	26	3	-2	-2.0	-10	-9	10	6	-1
O=C(Cn1cccc1)N1CCN(c2ccc(F)cc2)CC1	5	6	-4	6	-0.2	-6	5	x	-5	-3
CCc1c(C)nc2[nH]nc(-c3ccccc3)n2c1=O	-28	1	-4	3	0.4	-6	-12	9	28	3
Nc1cc(C(=O)O)ccc1Nc1ccc(F)c(F)c1	-21	-3	0	2	-2.5	-12	-2	4	21	4
Cc1ccc(C)c(NC(=O)CN(C)C(=O)c2ccc(Cl)nc2)c1	x	5	-1	-2	-3.1	2	0	1	x	0
COc1ccc(/C=N/n2c(-c3n[nH]c4c3CCC4)n[nH]c2=S)cc1OC	9	3	x	1	0.6	-7	-2	-11	-9	-5
O=C(CCl)Nc1cccc(S(=O)(=O)N2CCCCCC2)c1	23	-3	-4	5	-1.6	-4	-11	-76	-23	5
CC(C)CCC(CCNCc1ccccn1)c1ccc2c(c1)OCO2 (stereo not drawn)	-36	2	-2	1	1.3	-7	-15	-5	36	-2
Cc1csc(NC(=O)CSc2nc(C(C)C)nc3c2c(=O)n(C)c(=O)n3C)n1	57	1	-5	1	-4.8	0	-2	-5	-57	0
O=C(c1cc(COc2cccc(C(F)(F)F)c2)on1)N1CCC(Oc2cccnc2)CC1	9	u	-1	-7	0.0	-8	-5	11	-9	0
O=C1COc2ccc(C(=O)CSc3nnc(NCc4ccccc4)s3)cc2N1	x	7	-1	3	1.2	43*	-18	4	x	1
COc1ccc(C(=O)OCC(=O)Nc2ccc(Cl)cn2)cc1	-23	5	6	8	-2.1	-4	5	-5	23	3
Cc1nc(NC(=O)c2cccc(-c3cc4ccccc4oc3=O)c2)ccc1Br	21	-14	x	0	-0.6	168*	9	-9	-21	4
Cc1ccc(CNC(=O)CS(=O)(=O)c2ccccc2)cc1	-13	-12	-1	-3	-0.8	5	-5	8	13	1
O=C(NCCO)c1cc(-c2cc(C(=O)NCCO)c3ccccc3n2)nc2ccccc12	3	1	2	-3	2.6	-7	16	1	-3	7
CCOC(=O)CN1C(=O)/C(=C/c2c(F)cccc2Cl)Oc2ccccc21	2	-10	2	3	1.0	-3	-9	-2	-2	-2
O=C(Cn1cc2c(n1)CCCC2)NCc1cccc(Cl)c1	7	-15	1	0	-0.3	4	-7	5	-7	1
COc1ccc(C)cc1NC(=O)CCC(=O)Nc1nnc(C2CCCCC2)s1	-6	9	1	7	0.1	40*	-10	4	6	-2
CCCn1c(NC(=O)C2CCN(S(=O)(=O)c3cccs3)CC2)nc2ccccc21	43	2	x	0	7.5	-13	-12	-29	-43	1
COc1ccc(N(C(=O)CNC(=O)c2cccs2)C(C(=O)NCC2CCCO2)c2ccc(OC)c(OC)c2)cc1 (stereo not drawn)	-27	-3	1	-1	-0.4	-6	-5	2	27	-1
COC(=O)c1c(C)[nH]c(C(=O)OCc2ccc(F)cc2)c1C	16	-4	x	3	-2.8	3	-6	114*	-16	3
CCOC(=O)C(=O)Nc1cc([N+](=O)[O-])ccc1C	-11	5	-3	4	0.3	2	4	-1	11	0

The list goes on (three carried over from the part before).
SMILES	SR-BI DiI inh	Rtt109 HAT inh	Wnt bcat act	cardiac RTF act	CDK5 inh	dFosB activator	PvdQ acylase	MITF act	SR-BI DiI-HDL act	HTR5A ag ctr
COc1ccc(N(C(=O)CNC(=O)c2cccs2)C(C(=O)NCC2CCCO2)c2ccc(OC)c(OC)c2)cc1 (stereo not drawn)	-27	-3	1	-1	-0.4	-6	-5	2	27	-1
COC(=O)c1c(C)[nH]c(C(=O)OCc2ccc(F)cc2)c1C	16	-4	x	3	-2.8	3	-6	114*	-16	3
CCOC(=O)C(=O)Nc1cc([N+](=O)[O-])ccc1C	-11	5	-3	4	0.3	2	4	-1	11	0
CC(C)NC(=O)c1cccc(NC(=O)CC2SC(N3CCCCC3)=NC2=O)c1 (stereo not drawn)	7	-2	2	0	1.0	-5	-12	-4	-7	1
Cc1oc2c(c(C)cc3oc(=O)c(CC(=O)NCC(=O)NCC(=O)NCC(C)O)c(C)c32)c1C (stereo not drawn)	11	5	3	-1	-0.1	6	-6	-11	-11	2
C#CCOCCOCCOCCNc1nc(N2CCOCC2)nc(N2CCN(C(=O)[C@H]([C@@H](C)CC)n3cc(CCCN=C(N)N)nn3)CC2)n1	7	2	-2	0	0.4	0	-16	2	-7	-1
Cc1cc(NC(=O)Nc2ccc(OCc3ccccc3)cc2)n(C)n1	18	10	x	8	-2.0	-2	-12	-12	-18	2
COc1cccc(NC(=O)CN(C)C(=O)CNC(=O)c2sc3ccccc3c2Cl)c1	11	-8	7	2	-2.3	-13	-12	29	-11	-4
O=C(CN1C(=O)C2CC=CCC2C1=O)Nc1nnc(SCc2ccc(Cl)cc2)s1 (stereo not drawn)	x	0	1	3	-0.8	-9	-10	-7	x	2
COCCn1nnnc1CN(CCc1ccccc1)Cc1cc2ccc(C)cc2[nH]c1=O	-24	2	x	-6	-1.1	-16	-7	14	24	8
CCOc1ccccc1NS(=O)(=O)c1c(C)[nH]c(C)c1C(=O)N1CCCCC1	-22	14	0	-1	-0.6	4	-10	3	22	-3
Cc1nnc(NC(=O)c2ccccc2C(=O)O)s1	-3	11	0	4	0.2	-3	8	0	3	9

Bioassay records: PubChem, several laboratories
